Pf growth 48h = inhibits P. falciparum growth in the first generation, 48 h. P. falciparum luciferase growth in erythrocytes, 48 h. Potency, µM (top dose mostly 28.7 µM), without a hit: at the top dose activity change, negative = inhibition, usual class: inhibitors. hit rate 5.9% among 310,000. AID 504832; also: potency is read from the fitted curve at half-maximal effect; % is scaled to controls: 0 for no effect and ±100 for the full control effect
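Read-out is firefly luciferase luminescence from an integrated reporter in P. falciparum, so falling signal marks reduced parasite growth. Infected erythrocytes were at 2% hematocrit and 0.1% parasitemia (final) in Albumax-supplemented RPMI 1640.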
LmPK inh = blocks Leishmania mexicana pyruvate kinase activity; Q27686; purified LmPK, Kinase-Glo ATP luminescence, 1 h; Potency, µM (doses to about 57.5 µM), for inactives: top-dose activity change, negative = inhibition, usual class: inhibitors; hit rate 0.37% among 290,000; AID 1721; also: potency is read from the fitted curve at half-maximal effect; % is scaled to controls: 0 for no effect and ±100 for the full control effect
Target sequence (Q27686 whole entry, looked up): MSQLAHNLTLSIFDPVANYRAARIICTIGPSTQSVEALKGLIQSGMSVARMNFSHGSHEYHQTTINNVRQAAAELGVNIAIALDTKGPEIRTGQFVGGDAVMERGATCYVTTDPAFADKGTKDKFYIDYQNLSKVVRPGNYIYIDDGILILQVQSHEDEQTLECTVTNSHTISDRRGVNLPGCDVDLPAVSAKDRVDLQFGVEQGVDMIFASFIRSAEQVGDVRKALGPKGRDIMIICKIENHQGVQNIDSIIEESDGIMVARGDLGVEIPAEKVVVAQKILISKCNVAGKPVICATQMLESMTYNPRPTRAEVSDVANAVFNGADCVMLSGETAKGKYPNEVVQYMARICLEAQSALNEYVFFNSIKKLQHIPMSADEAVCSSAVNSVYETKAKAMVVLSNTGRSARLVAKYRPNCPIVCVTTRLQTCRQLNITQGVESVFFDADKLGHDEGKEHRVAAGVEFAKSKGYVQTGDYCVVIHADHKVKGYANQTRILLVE
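In 50 mM imidazole pH 7.2 with 7 mM MgCl2, LmPK (0.1 nM) turned over PEP (0.5 mM) and ADP (0.1 mM) for 1 h at room temperature. Luciferase read-out of ATP.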
Pf growth 96h = P. falciparum growth inhibition at 96 hour, primary screen for plastid delayed-death inhibitors | P. falciparum luciferase reporter growth, 96 h | Potency, µM (titrated, usually from 28.7 µM), for the others: top-dose activity change, negative = inhibition, most hits filed as inhibitors | hit rate 6.9% among 320,000 | AID 504834; also: potency is read from the fitted curve at half-maximal effect; % is scaled to controls: 0 for no effect and ±100 for the full control effect
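P. falciparum expressing integrated firefly luciferase grown in erythrocytes (2% hematocrit, 0.05% parasitemia final) with compounds for 96 hours at 37 C, 5% CO2. Growth inhibition read as loss of luminescence after adding luciferase detection reagent.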
Tb PYK inh = T. brucei pyruvate kinase inhibition; Q57TT1; TbPYK enzyme, Kinase-Glo Plus ATP luminescence, 45 min; Potency, µM (titrated, usually from 76.8 µM), inactives show at the top dose activity, negative = inhibition, usual class: inhibitors; hit rate 0.12% among 410,000; AID 624173; also: potency is read from the fitted curve at half-maximal effect; % is scaled to controls: 0 for no effect and ±100 for the full control effect; nearly all actives have a fitted effect of over 50% in size
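Enzyme and substrate buffer are dispensed first and compound is pin-transferred. ADP at 130 uM final then starts the reaction, which runs 45 min at room temperature. Detection reagent is added for 10 min before luminescence is imaged.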
AmpC no deterg = inhibitors of E. coli AmpC beta-lactamase without detergent | AmpC nitrocefin hydrolysis, absorbance 480 nm, 0.0001% Triton | Potency, µM (titrated, usually from 57.1 µM), without a hit: at the highest dose activity change, negative = inhibition, hits mostly inhibitors | hit rate 0.52% among 330,000;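 also: potency is read from the fitted curve at half-maximal effect; plate controls were no compound for no effect and no enzyme for full effect; nearly all actives have a fitted effect of over 20% in size; some results filed as inactive show a strong effect at the top dose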
Target sequence (P00811 whole entry, looked up): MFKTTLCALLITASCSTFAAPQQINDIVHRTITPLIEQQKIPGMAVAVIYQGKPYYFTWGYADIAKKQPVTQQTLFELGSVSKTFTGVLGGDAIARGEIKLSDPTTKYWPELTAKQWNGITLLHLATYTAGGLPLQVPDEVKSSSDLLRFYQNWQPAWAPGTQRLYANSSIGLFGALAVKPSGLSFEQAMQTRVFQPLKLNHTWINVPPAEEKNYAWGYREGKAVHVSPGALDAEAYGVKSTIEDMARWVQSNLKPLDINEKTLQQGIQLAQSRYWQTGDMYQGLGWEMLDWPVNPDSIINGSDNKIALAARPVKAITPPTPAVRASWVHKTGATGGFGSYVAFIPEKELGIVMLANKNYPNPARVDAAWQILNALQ
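AmpC (5.3 nM in the dispensed reagent) in 20 mM phosphate pH 7.0 with 0.01% (detergent screen) or 0.0001% Triton X-100 was preincubated with compounds for 15 min at room temperature. Nitrocefin was then added from an 800 uM solution, and hydrolysis was followed at 480 nm.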
CHX counter = affects cycloheximide protein synthesis inhibition readout, counter-screen. max response, %. cell reporter, cycloheximide protein synthesis inhibition counterscreen. hit rate 12% among 300,000; in the data active = max response mostly above about 13%, no sharp cut-off; inactive = mostly below about 14%; also: read at 38.3 µM for the half of the compounds with a filed dose; 0% is about no effect
Shiga toxin inh = blocks Shiga toxin action in Vero cells; Vero cells, Shiga toxin protein synthesis inhibition reporter; inhibition, % at 38.7 µM; hit rate 9.2% among 290,000; AID 2315; in the data active = inhibition mostly above about 28%, no sharp cut-off; inactive = mostly below about 43%; also: 0% is about no effect
The depositor's hits bear a star; u = inconclusive; x = no result given; & = joins results of further samples; [ ] = remark or other dose. Unless noted, calls follow the shape of the dose curve; as a rule, active = well fitted curve in the direction sought with a large enough effect; inconclusive = small, poorly fitted or top-dose-only effect, or another doubt; inactive = no such curve, though single readings can be large; an effect the other way counts as inactive or inconclusive.

Results follow in this order: Pf growth 48h | LmPK inh | Pf growth 96h | Tb PYK inh | AmpC no deterg | CHX counter | Shiga toxin inh
(1) Cc1c(NC(=O)CN2CCN(C(=O)c3ccco3)CC2)c(=O)n(-c2ccccc2)n1C
  16.1% | -3.8% | u | 1.1% | -8.8% | -0.5 | -4.2
(2) COC(=O)c1ccc(OC(=O)c2cccnc2)cc1
  -1.3% | -1.1% | u | -7.4% | -2.3% | -2.9 | -1.4
(3) O=C(CC(=O)Nc1ccccc1C(=O)O)NNC(=O)Cc1ccccc1
  u | -1.6% | 9.7% | -0.9% | -0.8% | 4.5 | 8.4
(4) CCOC(=O)c1c(-c2ccccc2)oc2ccc(OCC(N)=O)cc12
  -8.3% | 3.0% | u | 6.0% | 114.7%[activator] | -1.2 | -3.2
(5) O=[N+]([O-])c1ccc(Nc2nc(NC3CCCCC3)nc(N3CCCC3)n2)cc1
  u | -4.2% | u | 0.7% | -35.0% | 11.9 | 35.0
(6) COC(CNC(=O)c1ccc2c(c1)nc(C)n2-c1cccc(C)c1)OC
  -8.1% | 11.7% | 21.1% | -23.3% | -1.2% | -1.3 | -5.2
(7) Cc1nc(Sc2ccc(Cl)cc2)c(C#N)c(C)c1[N+](=O)[O-]
  u | 1.7% | 11.7µM* | -7.0% | -30.1% | 6.3 | -7.7
(8) C=CCNC(=O)/C=C/c1cccs1
  27.2% | -4.3% | 45.3%[activator] | 1.6% | -13.9%[11.4 µM] | 5.3 | 10.9
(9) CCCCC(C(=O)OCC(=O)c1ccc(OC)cc1)N1C(=O)c2ccccc2C1=O (stereo not given)
  -28.2% | 6.3% | 153.5%[activator] | 2.3% | -14.8% | 1.4 | 14.0
(10) CS/C(N)=N/N=C/c1c(O)ccc2ccccc12
  86.3%[activator] | 7.1% | 73.8%[activator] | -7.0% | -22.4% | 28.7* | 57.7*
(11) Cc1ccc(C)c(SCC(=O)NCc2ccco2)c1
  u | 4.8% | u | -1.6% | -0.9% | 1.2 | 9.5
(12) Nn1c(SCC(=O)Nc2ccc3c(c2)OCO3)nnc1-c1cccc(Cl)c1
  18.0% | 5.1% | 48.0%[activator] | -7.6% | -21.2% | 7.4 | 11.8
(13) CCOC(=O)C1CCN(CC(=O)Nc2cc(S(=O)(=O)N3CCOCC3)ccc2C)CC1
  -17.7% | -23.4% | u | -3.3% | 35.7% | 5.9 | 6.5
(14) CCCOc1ccc(-c2nnc(N)s2)cc1
  -6.4% | -23.1% | x | -7.0% | -13.9% | 39.7* | 105.1*
(15) Cc1cc([N+](=O)[O-])nn1CCCC(=O)N1CCN(c2ccc(F)cc2)CC1
  10.0% | -1.6% | 17.6% | -5.3% | 1.2% | -3.3 | -11.5
(16) Cc1ccccc1OCCNCC(C)O (stereo not given)
  0.6% | 3.1% | 13.1µM* | -4.4% | 2.5% | -1.3 | -3.7
(17) O=c1c(=NNc2ccccc2Cl)c(=O)c2ccccc12
  364.2%[activator] | 15.8µM* | 74.4%[activator] | -11.8% | -23.3% | 40.5* | 83.3*
(18) Cc1nnc(Nc2ccc(C(=O)NCCO)cc2)c2ccccc12
  20.1% | -4.5% | u | -2.9% | -19.9% | -1.8 | 17.1
(19) COc1cccc(C(=O)OCC(=O)c2c[nH]c3ccccc23)c1O
  35.1%[activator] | -4.9% | 30.4%[activator] | 4.8% | -29.3% | 33.5* | 92.6*
(20) Cc1ccccc1C(=O)NC(CC(C)C)C(=O)N1CCN(c2ccccc2)CC1 (stereo not given)
  u | 0.6% | u | -3.5% | 30.6% | 1.1 | -0.9
(21) CS(=O)(=O)CCC(C(=O)O)N1C(=O)c2ccc(Oc3ccc(Cl)cc3)cc2C1=O (stereo not given)
  -9.0% | -4.8% | -3.9% | 3.5% | -13.5% | -4.7 | -2.1
(22) COc1ccc(N2C(=NC(=O)CCC3CCCC3)SC3CS(=O)(=O)CC32)cc1 (stereo not given)
  8.7% | -2.9% | 34.4%[activator] | 5.0% | -6.9% | -2.9 | -2.7
(23) CN(C)S(=O)(=O)N1CCN(C(=O)c2ccccc2)CC1
  x | -1.6% | -1.0% | 2.4% | -19.3% | -5.9 | -12.7
(24) CCN(CC)S(=O)(=O)c1cc(C(=O)Nc2ccc(Cl)cn2)ccc1C
  124.1%[activator] | -0.1% | x | 5.9% | -24.2% | 33.0* | 79.5*
(25) Cc1ccc(NC(=O)Cc2sc(C)nc2-c2ccc(C)cc2)cc1
  -5.6% | 2.4% | u | -5.7% | -14.7% | 8.6 | 10.3
(26) C[C@H](NC(=O)C1CC(=O)N(c2ccc3c(c2)OCCO3)C1)C(=O)N1CCCCC1 (stereo not given in full)
  18.2% | 1.9% | 7.4% | -4.3% | -5.6% | 0.8 | 21.1
(27) COc1ccccc1OCC(=O)NCC1CCCCC1
  36.9%[activator] | -0.9% | 54.0%[activator] | 4.0% | 1.2% | 12.3 | 45.8
(28) COc1ccc(C2N(Cc3ccccc3)CCN2Cc2ccccc2)cc1[N+](=O)[O-]
  6.8% | -1.9% | -15.8% | -3.6% | -15.5% | -1.4 | 18.6
(29) O=C(COC(=O)Cc1cccc(C(F)(F)F)c1)Nc1ccc2c(c1)OCCO2
  3.5% | 1.7% | 1.3% | 12.7% | -14.7% | -2.3 | -3.9
(30) Cc1ccc2nc(NC(=O)CN(C)S(=O)(=O)c3cccc4nsnc34)sc2c1
  10.4% | 10.8% | u | 1.2% | -19.0% | 7.7 | 6.9
(31) Cc1ccsc1C(=O)N(C)CC(=O)Nc1ccccc1Br
  -7.4% | x | 21.1% | -0.8% | -9.7% | x | x
(32) CCC(=O)c1cc2c(C)cc(=O)oc2c(C)c1O
  32.3%[activator] | -1.2% | u | 0.9% | -21.8% | -4.3 | 14.2
(33) CSc1nc(O)c(C2OC(=O)c3ccccc32)c(=O)[nH]1 (stereo not given)
  -32.2% | 8.9% | u | -1.3% | -11.0% | -0.6 | 16.1
(34) Cc1cccc(NC(=O)CSc2ccc(C(N)=O)cc2[N+](=O)[O-])c1C
  -0.9% | -2.5% | 2.6% | -2.0% | -20.1% | -4.2 | 1.7
(35) CCOC(=O)C1=C(C)N=C2SC(C(=O)OC)=CC(=O)N2C1c1cccc(OC)c1 (stereo not given)
  7.38µM* | -2.0% | -16.2% | -2.1% | -27.4% | -2.5 | -2.7
(36) CCN(CC)CCC(c1cc(OC)c(OC)c(OC)c1)c1c(O)cc(OC)cc1OC (stereo not given)
  3.29µM* | 0.2% | 2.94µM* | -3.4% | 20.1% | -4.3&-2.6 | 15.6&-11.7
(37) Cc1cc(C(=O)Nc2ccc(Br)cc2)cs1
  204.8%[activator] | -8.1% | u | -8.5% | -12.1% | 46.9* | 83.5*
(38) CC(C)Cn1cc(C(=O)NCCCOC(C)C)c2c3ccccc3n(C)c2c1=O
  x | -0.7% | u | -6.7% | -17.9% | 0.6 | -5.1
(39) Cc1ccc(NC(=O)CN2CCOCC2)c(Br)c1
  49.3% | -2.6% | u | 4.8% | -5.1% | 22.6* | x
(40) Cn1c(CSc2ccccc2)c(C#N)c2ccccc21
  2.7% | -2.2% | 13.3% | 8.9% | 6.3% | 43.2* | 81.4*
(41) CC(C)N(C(C)C)S(=O)(=O)c1ccc(N2CCc3ccccc3C2)nc1
  u | 5.9% | u | -5.3% | -17.1% | 31.7* | 57.8*
(42) CN1CCN(NC(=O)c2ccc(Br)c(S(=O)(=O)N3CCOCC3)c2)CC1
  u | 2.5% | u | -2.1% | -20.6% | -3.7 | 1.8
(43) Cc1ccc(N=Cc2c(O)n(-c3cc(Cl)ccc3N3CCOCC3)c(=O)c3ccccc23)cc1C
  2.62µM* | -3.7% | x | -13.2% | 17.2% | 0.8 | -17.0
(44) COc1ccc(CCC(=O)Nc2sccc2C#N)cc1
  233.2%[activator] | u | x | -6.7% | -41.5% | 50.5* | 131.3*
(45) Cc1ccc(S(=O)(=O)Nc2cnn(-c3ccccc3)c(=O)c2Cl)cc1
  u | 2.6% | -17.0% | -6.4% | 183.3%[activator] | -5.0 | -3.8
(46) CS(=O)(=O)c1ccc(Cl)c(NC(=O)CSc2nc3ccccc3c(=O)n2Cc2ccco2)c1
  10.0% | x | -15.6% | 2.1% | -3.5% | x | x
(47) COc1cc2cnncc2cc1OC
  29.8% | 7.3% | 39.2%[activator] | 5.6% | -4.1% | -3.1 | 9.7
(48) COc1ccc(Cl)cc1NC(=O)CCc1nnc2ccc(N3CCC4(CC3)OCCO4)nn12
  u | 1.6% | -17.0% | -1.2% | 162.5%[activator] | 1.0 | -7.4
(49) Cc1cccc(NS(=O)(=O)c2ccc(C3CCCCC3)cc2)n1
  9.28µM* | -1.6% | x | 2.2% | -6.3% | -1.5 | 15.9
(50) O=C(O)CC(Cc1ccc(Cl)cc1)C(=O)Nc1ccccc1 (stereo not given)
  27.2% | 1.4% | 19.0% | 1.1% | -21.8% | 1.8 | x
(51) COc1ccccc1C(=O)N/C(=C\c1ccccc1)C(=O)NCc1ccco1
  21.9% | -0.5% | 0.9% | -2.9% | -15.9% | 0.9 | 11.4
(52) CN(C)S(=O)(=O)c1cc(NC(=O)CSc2ncc(C(F)(F)F)cc2Cl)ccc1Cl
  -28.4% | 4.2% | u | 2.7% | -26.2% | 7.5 | 13.8
(53) O=C1CC(NS(=O)(=O)c2ccc(F)cc2)CN1c1ccc2c(c1)OCCO2 (stereo not given)
  3.5% | x | -12.0% | 1.0% | u | x | x
(54) COC(=O)c1sccc1NC(=O)c1cc(C)on1
  25.3% | 0.2% | 125.2%[activator] | -2.0% | -8.8% | -1.3 | 20.7
(55) CN(C)c1cc(Nc2ccc(O)cc2)c([N+](=O)[O-])c2nonc12
  54.9%[activator] | 0.2% | 36.1% | 1.4% | -37.1% | 1.3 | 12.0
(56) C=CCS/C(N)=N\N=C\c1c(O)ccc2ccccc12
  69.8%[activator] | -7.5% | 66.9%[activator] | -5.1% | 70.8%[activator] | 43.6* | 114.0*
(57) COc1ccc(OCCOC(=O)c2cccs2)cc1
  60.7%[activator] | -9.6% | 46.9%[activator] | 5.4% | -17.3% | 32.5* | 77.3*
(58) Fc1ccc(CN2CCCCCCC2)c(F)c1
  -2.9% | -0.3% | x | -8.5% | -12.5% | -0.8 | -9.6
(59) O=c1[nH]c2ccc(Cl)cc2c(-c2ccccc2)c1CN1CCOCC1
  -19.3% | 8.4% | -24.9% | -5.3% | 2.9% | -2.5 | -16.2
(60) Cc1cc(C)n(-c2ccc(OCC(=O)O)nn2)n1
  9.2% | 0.7% | u | -14.3% | -14.3% | 5.5 | -13.0
(61) CC(=O)N1CCC(=O)Nc2ccc([N+](=O)[O-])cc21
  12.7% | 7.6% | -28.7% | -11.0% | -16.5% | -7.4 | -1.7

A draw from above in order of SMILES length, largest number first:
Results follow in this order: Pf growth 48h | LmPK inh | Pf growth 96h | Tb PYK inh | AmpC no deterg | CHX counter | Shiga toxin inh
(41) CC(C)N(C(C)C)S(=O)(=O)c1ccc(N2CCc3ccccc3C2)nc1
  u | 5.9% | u | -5.3% | -17.1% | 31.7* | 57.8*
(59) O=c1[nH]c2ccc(Cl)cc2c(-c2ccccc2)c1CN1CCOCC1
  -19.3% | 8.4% | -24.9% | -5.3% | 2.9% | -2.5 | -16.2
(40) Cn1c(CSc2ccccc2)c(C#N)c2ccccc21
  2.7% | -2.2% | 13.3% | 8.9% | 6.3% | 43.2* | 81.4*
